TRPC4 block: inhibitors of mouse TRPC4 channel, primary screen, Fluo4 calcium, HEK293 TRPC4beta/mu-opioid cells | Short transient receptor potential channel 4 (Mus musculus), Q9QUQ5 | DAMGO-evoked Fluo4 calcium flux; active compounds read low | B-score at 10 µM | actives 0.39% (n = 300,000) | AID 2247, 2010;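 active = B-score over 3 SD under the library average, no early fluorescence shift, positive overall ratio signal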
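System: stable TRPC4beta/mu-opioid receptor HEK293 cells; Dosing: single-point compound dosing; Measured by: Fluo4 Ca2+ flux fluorescence; Read-out basis: per-well B score of integrated baseline-normalized Fluo4 ratio.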
MrgX1 antag: antagonists of human MrgX1 receptor, primary screen, HEK293 cells, Fluo-4 calcium flux; Mas-related G-protein coupled receptor member X1 (Homo sapiens), Q96LB2; BAM8-22 antagonism; active compounds read low; B-score at 10 µM; actives 1.3% (n = 310,000); AID 588676, 2011;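 active = calcium-response B-score plate-corrected more than 3 library SD below zero, starting fluorescence within 5 deviations, no agonist response on first addition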;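 note: peak minus trough fluorescence over baseline after final BAM8-22 challenge near maximal dose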
TRPC4 PAM: positive allosteric modulators of TRPC4, primary screen, cell-based, mouse TRPC4beta, HEK293 mu-opioid, Fluo-4 calcium; DAMGO EC20, Fluo-4 Ca2+ flux; active compounds read high; B-score at 10 µM; actives 0.42% (n = 310,000); AID 2227, 2009;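 active = B-score of calcium response area above 5 SD of library B-scores, with initial fluorescence ratio within 5 SD of library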;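 note: B-score of integrated fluorescence ratio over time as area under calcium response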
KLF5 inh: KLF5 expression inhibitors, primary screen, DLD-1 cells, luminescence. actives 0.23% (n = 290,000). AID 1700, 2009. DLD-1 KLF5 promoter-luciferase reporter. inhibition, % at 5 µM;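 active = inhibition above a per-plate limit of that plate's mean compound inhibition plus 3 SD, cut at about 60% in these data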;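 note: 0% = DMSO wells and 100% = LY294002 at 200 µM; higher means less KLF5 promoter-driven luciferase light; inactives centre near -14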
IEC-6 tox: cytotoxicity in IEC-6 intestinal epithelial cells, primary screen, cytotoxicity control for KLF5 inhibitor project, cell-based, luminescence | actives 0.78% (n = 290,000) | AID 1825, 2009 | inhibition, % at 5 µM | IEC-6 cytotoxicity, luminescence viability; in the data active = inhibition above about 22%;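 note: 0% = plate median of test compound wells and 100% = cytotoxic reference compound wells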
TRPC6 inh: mouse TRPC6 channel inhibitors, primary screen, cell-based, HEK293, membrane potential dye | AID 2553, 2010 | actives 1.1% (n = 310,000) | B-score at 10 µM | ACh-evoked depolarization; active compounds read low | Short transient receptor potential channel 6 (Mus musculus), Q61143;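 active = B-score under library mean minus 3 SD, initial fluorescence not abnormally high, positive integrated signal ratio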;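 note: B-score derived from integrated fluorescence ratio over the kinetic read; more negative B-score means stronger inhibition of depolarization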
Target sequence (Q61143 whole entry, looked up): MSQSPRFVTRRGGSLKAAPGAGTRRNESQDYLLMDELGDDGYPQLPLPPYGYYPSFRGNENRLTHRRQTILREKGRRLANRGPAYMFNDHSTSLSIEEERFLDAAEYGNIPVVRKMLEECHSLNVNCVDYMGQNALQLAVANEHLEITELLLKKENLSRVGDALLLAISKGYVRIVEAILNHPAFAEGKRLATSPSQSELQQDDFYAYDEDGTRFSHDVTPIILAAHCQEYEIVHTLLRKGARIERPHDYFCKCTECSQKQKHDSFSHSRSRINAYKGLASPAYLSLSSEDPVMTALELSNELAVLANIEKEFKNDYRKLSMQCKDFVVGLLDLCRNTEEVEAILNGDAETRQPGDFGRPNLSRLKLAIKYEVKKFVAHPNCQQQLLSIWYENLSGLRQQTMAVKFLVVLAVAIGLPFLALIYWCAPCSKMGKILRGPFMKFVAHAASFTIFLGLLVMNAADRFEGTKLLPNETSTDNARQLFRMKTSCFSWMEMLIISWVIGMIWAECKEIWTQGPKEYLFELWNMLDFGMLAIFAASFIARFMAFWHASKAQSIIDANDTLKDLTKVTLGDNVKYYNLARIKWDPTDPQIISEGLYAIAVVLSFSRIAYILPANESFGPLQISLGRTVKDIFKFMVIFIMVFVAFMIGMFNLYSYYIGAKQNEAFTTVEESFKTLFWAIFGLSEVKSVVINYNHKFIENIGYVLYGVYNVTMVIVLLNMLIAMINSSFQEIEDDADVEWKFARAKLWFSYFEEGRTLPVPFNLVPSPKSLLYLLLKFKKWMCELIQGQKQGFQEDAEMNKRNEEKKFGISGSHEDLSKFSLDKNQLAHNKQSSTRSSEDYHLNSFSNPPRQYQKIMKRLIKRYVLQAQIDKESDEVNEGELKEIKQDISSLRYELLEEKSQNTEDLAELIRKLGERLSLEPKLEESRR
TRPC4 act: activators of mouse TRPC4 channel, primary screen, Fluo4 calcium, HEK293 TRPC4beta/mu-opioid cells; B-score at 10 µM; actives 0.49% (n = 310,000); Fluo4 calcium fluorescence; active compounds read high; Short transient receptor potential channel 4 (Mus musculus), Q9QUQ5; AID 2237, 2010;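 active = B-score above 5 SD of library B-scores, and initial fluorescence ratio not above library mean plus 5 SD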;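 note: positive B-score marks a calcium rise read as TRPC4 activation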
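Incubation: 45 min room-temperature Fluo4 loading, 110 s read / System: HEK293 cells stably co-expressing mouse TRPC4beta and mu-opioid receptor / Signal: Fluo4 fluorescence, kinetic / Control set: buffer (low) and maximal DAMGO (high) / Measure: integrated baseline-normalised fluorescence ratio, converted to per-well B score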
aSyn UTR inh: MLPCN primary screen, SNCA 5' untranslated region; alpha-synuclein 5'UTR reporter, inhibitor activity; inhibition, % (tested at 7.5 µM); actives 0.82% (n = 300,000); AID 1813, 2009; in the data active = inhibition above about 60%; inconclusive = no clear call, values can overlap the other calls;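 note: H4 neuroglioblastoma cells stably carrying SNCA 5'UTR luciferase fusion; 0% = DMSO wells and 100% = positive control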
TRPC6 act: mouse TRPC6 channel activators, primary screen, cell-based, HEK293, membrane potential dye. Short transient receptor potential channel 6 (Mus musculus), Q61143. HEK293-TRPC6 membrane potential dye fluorescence; active compounds read high. B-score at 10 µM. actives 0.13% (n = 310,000). AID 2550, 2010;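 active = B-score of the integrated fluorescence ratio above library mean plus 3 SD, and starting fluorescence ratio within library mean plus 5 SD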;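 note: higher score means more depolarization so channel activation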
HIF activator: HIF pathway transcriptional activators, primary screen, cell-based, U2OS HRE-luciferase, luminescence; U2OS HRE-luciferase reporter; normalized: DMSO 0%, desferrioxamine 100%; activation, % at 7.5 µM (by protocol); actives 0.32% (n = 300,000);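 active = mean activation of at least 10% of the iron chelator positive control signal, with at least half of replicates also reaching 10%; inconclusive = mean and replicate majority disagree about reaching 10%; inactive = mean and most replicates under 10%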
SKKanGAS inh: S. pyogenes SKKanGAS growth inhibitors in kanamycin, primary screen, streptokinase expression inhibitor project, SKKanGAS strain, BacTiter-Glo luminescence; actives 1.3% (n = 300,000); 6 h; inhibition, % at 7.5 µM; AID 1662, 2009;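 active = mean replicate score, as percent of positive control median, at least 50; inconclusive = mean below 50 but one replicate at or above 50; inactive = mean and every replicate below 50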;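 note: strain carries kanamycin resistance gene driven by streptokinase promoter and grows in 40 µg/ml kanamycin; loss of luminescence reflects streptokinase promoter inhibition or plain growth inhibition; 0% = median of DMSO wells and 100% = positive control at its reference dose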
The depositor's hits bear a star; i = inactive; ? = inconclusive; · = no result given.

Under each structure: TRPC4 block	MrgX1 antag	TRPC4 PAM	KLF5 inh	IEC-6 tox	TRPC6 inh	TRPC4 act	aSyn UTR inh	TRPC6 act	HIF activator	SKKanGAS inh
#1 CCC(=O)Nn1c(C2CCC2)nc2ccccc2c1=O
 : i	i	i	-16	-2	i	i	3	i	0.2	8
#2 CC(=O)Nc1ccc(-n2nnnc2SCC(=O)Nc2cccc(NC(=O)c3ccco3)c2)cc1
 : i	i	i	-29	-3	i	i	-6	i	-0.7	0
#3 Nc1nc(OCC(F)(F)F)cc(Oc2ccccc2F)n1
 : i	i	i	-30	-1	i	i	-41	i	0.6	2
#4 CCOC(=O)c1cc(C#N)c(SCC(=O)O)[nH]c1=O
 : i	i	i	3	-8	i	i	-13	i	-0.2	2
#5 O=C(CSc1nnc(-c2ccccc2)n1CC1CCCO1)N1CCCC1 (stereo unspecified)
 : i	i	i	-25	3	i	i	4	i	-0.2	0
#6 Cc1ccc(NC(=S)Nc2ccc(Br)cc2)cc1
 : i	-5.8*	i	-8	1	i	i	-86	i	1.9	8
#7 COC(=O)c1c(-c2ccccc2Cl)noc1-c1cnc(N)nc1C(F)(F)F
 : i	i	i	-17	-3	i	i	12	i	0.0	2
#8 CCCN1C2CCCC1CC(NC(=O)c1ccccc1F)C2 (stereo unspecified)
 : i	i	i	-16	1	i	i	6	i	-0.7	-4
#9 COc1ccc(N(C(=O)c2ccncc2)S(=O)(=O)c2ccc(F)cc2)cc1
 : i	i	i	-18	1	i	i	-4	i	0.1	1
#10 CCCOC(=O)C1=C(C)NC(=O)NC1c1ccc(Br)s1 (stereo unspecified)
 : i	i	i	-7	-6	i	i	-1	i	-0.2	1
#11 Cc1nn(C)c(Cl)c1CN1CCN(C2CCCCC2)C(CCO)C1 (stereo unspecified)
 : i	i	i	-20	0	i	i	1	i	0.0	-5
#12 O=C(COC(=O)c1ccccc1NC(=O)c1ccco1)NC1CCS(=O)(=O)C1 (stereo unspecified)
 : i	i	i	-42	2	i	i	-10	i	0.5	-7
#13 CCNC(=O)C1CC(=O)N(Cc2ccc3c(c2)OCO3)C(=Nc2ccc(OCC)cc2)S1 (stereo unspecified)
 : i	i	i	8	2	i	i	-6	i	1.2	-2
#14 O=C(NNC(=O)C1CC(c2cccs2)=NO1)NC1CCCCC1 (stereo unspecified)
 : i	i	i	-2	1	i	i	-1	i	-0.2	-2
#15 Cc1nc2cc(NS(=O)(=O)c3cccc4cccnc34)ccc2s1
 : i	i	i	-32	-2	i	i	-7	i	-0.9	-2
#16 Cc1ccc(NC(=O)CN2CCN(Cc3ccccc3)CC2)cc1F
 : i	i	i	-2	6	i	i	1	i	-0.1	-3
#17 Cc1csc(NC(=O)C2CCC(C)(C(=O)O)C2(C)C)n1 (stereo unspecified)
 : i	i	i	-11	-4	i	i	15	i	-0.1	4
#18 C/C(=N\NC(=S)NC1CCCCC1)c1c(F)cccc1F
 : i	i	i	-25	6	i	i	22	i	0.6	12
#19 CN(C)c1ccc(/C=N/c2cc(-c3ccccc3)nn2-c2ccccc2)cc1
 : i	i	i	-88	-4	i	i	-133	i	3.9	5
#20 CCN1C(=O)/C(=C\c2ccc(-c3cccc(C(=O)OC)c3)o2)SC1=Nc1ccc(C(=O)O)cc1
 : i	-6.5*	i	-20	-5	i	i	4	i	-1.8	46
#21 Cc1ccc(F)cc1NC(=O)c1sc2ncn(CC(=O)N3CCN(c4ccccn4)CC3)c(=O)c2c1C
 : i	i	i	-17	4	i	i	-89	i	4.4	-4
#22 CC(C)N(CCNC(=O)c1ccc(NC2=NC3CS(=O)(=O)CC3S2)cc1)Cc1ccco1 (stereo unspecified)
 : i	i	i	1	-2	i	i	-11	i	-0.2	-4
#23 O=C(O)c1ccccc1-c1csc(-c2ccccc2)n1
 : i	i	i	-61	-2	i	i	-118	i	1.3	-19
#24 CC(C)NS(=O)(=O)c1ccc(OCC(=O)NC(C)c2ccccc2)cc1 (stereo unspecified)
 : i	i	i	-19	-1	i	i	6	i	0.0	-18
#25 CCOC(=O)c1cnn(-c2nc(C)cc(C)n2)c1N
 : i	i	i	-4	4	i	i	-14	i	-1.7	-1
#26 CC1CCc2nc3ccc(S(=O)(=O)N4CCC(C(=O)N5CCCCCC5)CC4)cc3c(C(=O)O)c2C1 (stereo unspecified)
 : i	i	i	-16	0	i	i	8	i	-0.5	28
#27 CCOC(=O)c1c(-c2ccc(C)c(C)c2)csc1NC(=O)C1CC=CCC1C(=O)O (stereo unspecified)
 : i	i	i	-38	-3	i	i	21	i	0.0	21
#28 O=S(=O)(CCN1C=CC(C(F)(F)F)=NCC1)c1ccc(Cl)cc1Cl
 : i	i	i	-2	-2	i	i	-1	i	0.7	5
#29 CSc1cccc(NC(=O)CN(c2ccccc2)S(=O)(=O)N(C)C)c1
 : i	i	i	-12	5	i	i	12	i	-0.1	0
#30 CSc1cccc(NC(=O)CN(C2CCCCC2)S(C)(=O)=O)c1
 : i	i	i	-3	0	i	i	12	i	-12	5
#31 Cc1ccc(C)c(N2CCN(C(=O)Cn3cccc3)CC2)c1
 : i	i	i	-37	-4	i	i	6	i	-0.4	0
#32 Cc1sc(NC(=O)Cc2ccc3c(c2)OCO3)nc1-c1ccc2c(c1)CCN2C(=O)c1ccccc1F
 : i	i	i	3	7	i	i	-12	i	-0.7	20
#33 CCOC(=O)C(NC(=O)NCc1cccc(C(F)(F)F)c1)(OCC)C(F)(F)F (stereo unspecified)
 : i	i	i	-10	6	i	i	22	i	-0.5	-8
#34 O=S(=O)(Nc1cccc2ccccc12)c1cccs1
 : i	i	i	-41	3	i	i	-31	i	-0.5	-5
#35 CCOc1ccccc1N1CCN(C(=O)NCc2ccc(C)cc2)CC1
 : i	i	i	-7	-2	i	i	-3	i	0.4	1
#36 COc1cccc(/C=C2\SC(=S)N(CCCC(=O)Nc3cc(C)on3)C2=O)c1
 : i	i	i	-16	-7	i	i	9	i	-0.4	1
#37 CNc1ncc(C(=O)C(C)(C)C)s1
 : i	i	i	-7	4	i	i	4	i	0.3	1
#38 CCOCc1nnc(NC(=O)c2c(-c3ccccc3)noc2C)s1
 : i	·	i	-5	7	i	i	-7	i	0.6	-1
#39 COc1ccc(-n2nc3c(c2NC(=O)c2cc4ccccc4o2)CS(=O)(=O)C3)cc1
 : i	i	i	-17	-2	i	i	-8	i	-0.2	-7
#40 O=C(CSc1nnc(CNC(=O)c2c(F)cccc2Cl)o1)NC1CCCCC1
 : i	i	i	-31	-4	i	i	29	i	-0.5	-7
#41 CCN(CC(=O)NCc1ccc(Cl)cc1)C(=O)CSc1ccccc1F
 : i	i	i	·	·	i	i	12	i	-3.1	0
#42 COC(=O)c1sc(SC)nc1N
 : i	i	i	-25	-1	i	i	-9	i	0.4	-3
#43 O=C(N/N=C\c1ccc(F)cc1)c1csnn1
 : i	i	i	·	·	i	i	-25	i	0.8	3
#44 CCN(CC)C(=S)Sc1c(-c2ccccc2)c2cc(Cl)ccc2[nH]c1=O
 : i	i	i	-36	1	i	i	32	i	-0.3	92*
#45 CSc1nnc(NC(=O)c2nc(S(=O)(=O)Cc3cccc(C)c3)ncc2Cl)s1
 : i	i	i	24	45*	i	i	-10	i	-3.9	12
#46 CCOC(=O)N1CCN(c2c(-c3ccc(C)c(C)c3)c(=O)c2=O)CC1
 : i	i	i	-24	-3	i	i	21	i	0.1	-5
#47 CCOc1ccc(C(=O)Nc2ncccc2Cl)cc1
 : i	i	i	-120	5	i	i	-116	i	1.6	-1
#48 Cc1ccc2nc(C)c(C(=O)N/N=C/c3ccccc3[N+](=O)[O-])cc2c1
 : i	i	i	-29	-5	i	i	3	i	0.5	0
#49 CCNc1nc(NCC)nc(N(CC)C(N)=S)n1
 : i	i	i	-14	11	i	i	36	i	-0.2	34
#50 O=C1/C(=C/c2ccco2)SC(=S)N1c1cccnc1
 : i	·	i	11	-27	i	i	-13	i	0.1	-15
#51 COc1cccc(OCc2cc(C(=O)NC3CCOCC3)no2)c1
 : i	i	i	-83	-1	i	i	-139	i	2.8	-8
#52 Cc1onc(-c2ccccc2Cl)c1C(=O)Nc1ccc(-c2nnc3n2CCCCC3)cc1
 : i	i	i	0	0	i	i	15	i	-4.4	-1
#53 CCn1c(SCC(=O)Nc2oc(-c3ccccc3)c(-c3ccccc3)c2C#N)nnc1-c1ccco1
 : i	i	i	-28	-3	i	i	-13	i	0.1	?
#54 COc1ccccc1CNC(=S)NCc1ccc(Cl)cc1
 : i	i	i	-6	-5	i	i	7	i	-1.0	9
#55 COCCc1nc2ccc(C(=O)N(C)Cc3cccc(-n4cccn4)c3)cc2o1
 : i	i	i	-140	-5	i	i	-75	i	3.7	1
#56 N=c1c2c(-c3ccccc3)c(-c3ccccc3)n(Cc3ccco3)c2ncn1Cc1ccco1
 : i	-8.1*	i	-6	-6	i	46*	-2	i	0.9	1
#57 Cc1ccc(OCCNC(=O)CCC(=O)N2CCOCC2)cc1
 : i	i	i	·	·	i	i	-12	i	-0.4	-23
#58 CCCCN(C(=O)CSCC(=O)Nc1ccc(C)cc1)c1c(N)n(Cc2ccccc2)c(=O)[nH]c1=O
 : i	i	i	·	·	i	i	15	i	0.0	-1
#59 Cc1ccccc1-c1nc2ccc(Cl)cc2c(=O)n1O
 : i	i	i	-31	-1	i	i	15	i	-18	17
#60 CCCCOc1ccc(NC(=S)Nc2cc(C)nc(SCCCC)n2)cc1
 : i	i	i	-9	-4	i	i	41	i	0.4	-8
#61 COc1ccc(-c2cc3ccc(OCc4nn[nH]n4)cc3oc2=O)cc1OC
 : i	i	i	-16	-1	i	i	-8	i	0.0	·
#62 O=C(CN1C(=O)COc2ccccc21)NCC1CCCO1 (stereo unspecified)
 : i	i	i	-39	-4	i	i	7	i	0.0	6
#63 CCN(CC)S(=O)(=O)c1ccc(NC(=O)c2ccccn2)cc1
 : i	i	i	-14	4	i	i	-120	i	2.8	0
